Screens (PubChem BioAssay)
PAFAH1B2 inh – inhibitors of human PAFAH1B2; P68402; recombinant PAFAH1B2, FP-rhodamine activity probe, fluorescence polarization; inhibition, % at 3.39 µM; 340,000 compounds, 1.2% hits;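 active = inhibition above the mean of all tested compounds plus 3 SD, cut at about 24% in these data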;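 note: 0% = enzyme with DMSO and 100% = wells lacking PAFAH1B2; many of its hits are not listed in these tables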
PAFAH2 inh – PAFAH2 (human) inhibition | Q99487 | recombinant PAFAH2, FP-rhodamine activity probe, fluorescence polarization | inhibition, % at 3.39 µM | 340,000 compounds, 0.99% hits | AID 492956;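 active = inhibition above the mean over all tested compounds plus 3 SD, cut at about 30% in these data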;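 note: inhibitors block probe labeling of enzyme so polarization drops; 0% = enzyme with DMSO and 100% = wells lacking PAFAH2 protein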
GSTO1 counter – blocks human GSTO1 in RBBP9 counter-screen; inhibition, % at 5.96 µM; 300,000 compounds, 1.1% hits; recombinant GSTO1, activity-based probe fluorescence polarization;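 active = inhibition above the campaign mean inhibition plus 3 SD, cut at about 35% in these data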;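 note: 0% = GSTO1-1 with DMSO and 100% = wells lacking GSTO1-1 enzyme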
Target sequence (P78417 whole entry, looked up): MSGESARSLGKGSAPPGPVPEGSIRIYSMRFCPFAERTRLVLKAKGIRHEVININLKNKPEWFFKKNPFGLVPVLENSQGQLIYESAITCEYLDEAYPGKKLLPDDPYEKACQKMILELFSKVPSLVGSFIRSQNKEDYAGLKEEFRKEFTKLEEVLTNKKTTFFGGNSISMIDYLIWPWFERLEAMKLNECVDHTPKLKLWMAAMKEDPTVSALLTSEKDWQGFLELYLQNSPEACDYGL
pPAFAH inh – pPAFAH (human) enzyme inhibition | 330,000 compounds, 1.5% hits | recombinant pPAFAH, FP-rhodamine probe fluorescence polarization | Q13093 | inhibition, % at 3.39 µM;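 active = inhibition above the mean inhibition across the screen plus 3 SD, cut at about 25% in these data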;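 note: inhibitors block binding of the rhodamine activity-based probe so polarization drops; 0% = enzyme with DMSO and 100% = wells lacking pPAFAH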
PME-1 primary – PME-1 (human) inhibition; Q9Y570; recombinant PME-1, FP-Rh probe fluorescence polarization; inhibition, % at 5.9 µM; 320,000 compounds, 0.53% hits;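 active = inhibition above the campaign mean of all compounds plus 3 SD, cut at about 26% in these data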;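 note: competitive labeling of PME-1 active site by serine hydrolase directed probe; 0% = PME-1 with DMSO and 100% = wells lacking PME-1 enzyme; inhibitors block probe labeling so polarization falls and inhibition rises; many of its hits are not listed in these tables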
Target sequence (Q9Y570 whole entry, looked up): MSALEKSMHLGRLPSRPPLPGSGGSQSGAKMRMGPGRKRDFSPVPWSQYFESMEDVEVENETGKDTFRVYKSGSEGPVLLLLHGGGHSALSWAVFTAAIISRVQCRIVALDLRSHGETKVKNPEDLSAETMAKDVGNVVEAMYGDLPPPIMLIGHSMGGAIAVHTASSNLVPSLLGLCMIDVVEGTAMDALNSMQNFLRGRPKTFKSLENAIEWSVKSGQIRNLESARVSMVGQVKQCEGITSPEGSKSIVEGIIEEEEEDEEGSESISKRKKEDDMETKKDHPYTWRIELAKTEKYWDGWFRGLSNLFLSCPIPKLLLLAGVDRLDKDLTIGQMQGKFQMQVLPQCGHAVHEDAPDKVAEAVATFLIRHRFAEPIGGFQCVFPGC
Fam108B inh – blocks mouse Fam108B hydrolase in RBBP9 counter-screen | recombinant Fam108B, FP-Rh probe fluorescence polarization | inhibition, % at 9.51 µM | 300,000 compounds, 0.33% hits | AID 1947;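 active = inhibition above the screen mean inhibition plus 3 SD, computed separately per campaign, cut at about 18% in these data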;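 note: inhibitors lower polarization as less probe binds the enzyme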
PAFAH1B3 FP inh – PAFAH1B3 (human) inhibition; recombinant PAFAH1B3, FP-rhodamine probe, fluorescence polarization; Q15102; AID 492972; inhibition, % at 3.39 µM; 340,000 compounds, 0.28% hits;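 active = inhibition above the screen-wide average of all tested compounds plus 3 SD, cut at about 25% in these data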;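 note: 0% = enzyme with DMSO only and 100% = wells lacking PAFAH1B3 protein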
PAD4 inh – PAD4 (human) enzyme inhibition | Q9UM07 | inhibition, % at 6.36 µM | 330,000 compounds, 0.41% hits | recombinant PAD4, RCA probe fluorescence polarization;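 active = percent inhibition above a cutoff equal to the mean of all tested compounds plus 3 SD, cut at about 15% in these data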;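 note: 0% = PAD4 with RCA probe and DMSO and 100% = probe without PAD4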
LYPLA1 inh – LYPLA1 (human) inhibition in PME1 counter-screen | O75608 | recombinant LYPLA1, FP-Rh probe fluorescence polarization | inhibition, % at 5.9 µM | 320,000 compounds, 0.16% hits | AID 2174;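 active = inhibition above the mean of all tested compounds plus 3 SD, set per campaign, cut at about 14% in these data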;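 note: inhibitors block serine hydrolase probe labeling of LYPLA1 so polarization falls; 0% = enzyme with DMSO and 100% = wells lacking LYPLA1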
Target sequence (O75608 whole entry, looked up): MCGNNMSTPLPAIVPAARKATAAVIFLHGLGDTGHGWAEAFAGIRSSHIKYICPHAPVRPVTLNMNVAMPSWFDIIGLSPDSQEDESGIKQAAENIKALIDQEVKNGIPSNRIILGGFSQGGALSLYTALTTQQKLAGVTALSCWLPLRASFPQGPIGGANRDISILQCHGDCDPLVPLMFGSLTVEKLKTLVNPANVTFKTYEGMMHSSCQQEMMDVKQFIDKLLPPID
* = called active by the depositor; . = not tested or not shown.

SMILES	PAFAH1B2 inh	PAFAH2 inh	GSTO1 counter	pPAFAH inh	PME-1 primary	Fam108B inh	PAFAH1B3 FP inh	PAD4 inh	LYPLA1 inh
CCOc1ccc(C(=O)NC(=S)NCc2cccnc2)cc1[N+](=O)[O-]	2	1	1	-4	4	-1	6	2	5
Cn1cc(/C=N\O)nc2c(=O)n(-c3ccccc3)c(=O)nc1-2	0	2	16	1	2	-5	1	-8	1
Clc1ccc(Cl)c(-c2ccc(/C=N/c3ncn[nH]3)o2)c1	-1	3	1	6	1	-2	3	-4	-2
CNc1oc(-c2ccccc2)nc1S(=O)(=O)c1ccc(C)cc1	3	0	0	2	7	7	0	-2	3
Cc1cc(C)n2nc(SCCOc3ccccc3)nc2n1	0	11	19	1	1	7	2	3	2
O=C(Nc1ccc2ccccc2c1)N1CCN(c2ncccc2C(F)(F)F)CC1	-1	-6	-3	-3	2	-3	1	-14	4
CC(Oc1ccccc1)C(=O)N=C1SC2CS(=O)(=O)CC2N1c1ccc(F)cc1 (centres undefined)	-2	-7	0	3	3	0	-3	-4	-1
Cc1cc(=O)[nH]c(SCC(=O)N2CC3(C)CC2CC(C)(C)C3)n1 (centres undefined)	16	29	.	3	.	.	-3	-1	.
CN1CCc2nc(SC(C(=O)O)c3ccccc3)c(C#N)c(-c3cccs3)c2C1 (centres undefined)	3	-2	7	3	8	1	0	-1	-4
Cc1ccc2nc(NC(=O)CCCc3nc4ccccc4s3)sc2c1	1	-6	2	-1	-12	-2	7	-5	-6
CCc1ccccc1NC(=S)N(CCOC)C(C)c1ccco1 (centres undefined)	-1	2	-1	-4	7	0	5	1	2
CCC(C)(C)NC(=O)C(c1cccnc1)N(C(=O)c1csnn1)c1ccccc1 (centres undefined)	-5	0	3	6	3	1	2	-1	2
O=C(Cc1ccc(Cl)cc1)Nc1ccccc1N1CCN(C(=O)c2ccccc2)CC1	5	-2	-1	0	4	3	8	-7	0
O=C(Nc1cc(Sc2nc3ccccc3s2)cc([N+](=O)[O-])c1)c1ccccc1F	5	-22	-13	-1	4	8	4	6	-19
Cc1ccc(/C=C/C(=O)NCCCN2CCN(CCCNC(=O)/C=C/c3ccc(C)o3)CC2)o1	7	-1	-4	6	1	1	2	2	-2
O=C(c1cnn(C(=O)c2ccccc2F)c1)c1ccccc1O	3	2	.	2	0	.	13	-1	-6
CCn1c(=O)cc(OCC(=O)Nc2ccccc2N2CCN(C)CC2)c2ccccc21	-2	-3	-10	-3	-1	1	0	6	-1
COCCN1CN(S(=O)(=O)c2ccccc2)c2nc3ccccc3nc21	6	15	3	7	16	7	11	10	8
FC(F)(F)c1cccc(Cn2c3[n+](c4ccc(C(F)(F)F)cc42)CCCCC3)c1	2	3	3	4	1	-1	10	0	2
COc1ccc(C(=O)C2CN(c3ccccc3)CC2c2ccc(Cl)cc2)cc1 (centres undefined)	7	-1	-4	6	-3	1	8	-2	1

Fetched one by one from the entries so far (three):
SMILES	PAFAH1B2 inh	PAFAH2 inh	GSTO1 counter	pPAFAH inh	PME-1 primary	Fam108B inh	PAFAH1B3 FP inh	PAD4 inh	LYPLA1 inh
Cc1ccc(/C=C/C(=O)NCCCN2CCN(CCCNC(=O)/C=C/c3ccc(C)o3)CC2)o1	7	-1	-4	6	1	1	2	2	-2
Cc1cc(C)n2nc(SCCOc3ccccc3)nc2n1	0	11	19	1	1	7	2	3	2
CCc1ccccc1NC(=S)N(CCOC)C(C)c1ccco1 (centres undefined)	-1	2	-1	-4	7	0	5	1	2

(next part)
SMILES	PAFAH1B2 inh	PAFAH2 inh	GSTO1 counter	pPAFAH inh	PME-1 primary	Fam108B inh	PAFAH1B3 FP inh	PAD4 inh	LYPLA1 inh
COc1ccc([C@@H]2CC=C(C(=O)O)[C@H](c3ccccc3F)N2S(=O)(=O)c2ccccc2C)cc1	11	4	-2	5	-1	1	14	2	0
CCn1c(-c2cccn(Cc3ccc(Cl)cc3Cl)c2=O)n[nH]c1=S	9	7	9	-2	-6	-1	15	1	-1
CCC(C)(C)C1CCC(=NNS(=O)(=O)c2ccc(C)c([N+](=O)[O-])c2)CC1 (centres undefined)	8	8	5	-2	2	1	2	3	-4
O=C(O)CC12CC3CC(C1)CC(n1ncc(NCc4ccccc4Cl)c(Cl)c1=O)(C3)C2	3	5	2	1	0	-1	-1	2	3
COc1ccc(C2C(C(C)=O)=C(O)C(=O)N2Cc2cccnc2)cc1 (centres undefined)	0	-1	-3	2	0	-2	3	-6	1
COc1ccc(Cl)cc1-c1nc(SCC(=O)N(C)C2CCS(=O)(=O)C2)n[nH]1 (centres undefined)	4	8	.	-3	.	.	13	-4	.
N#CCCn1cc(C(=O)Nc2ccccc2Br)c(-c2cccs2)n1	0	0	1	6	-4	-2	10	-1	-3
CC(=O)c1cccc(NC(=O)c2sc3nc4n(c(=O)c3c2C)CCCCC4)c1	0	3	0	3	-7	0	5	2	1
Cc1ccc(OCC(=O)NS(=O)(=O)c2ccccc2)cc1	22	8	2	8	-3	-3	-6	-3	-1
C/C(=N\OCC(=O)Nc1ccc(F)c(F)c1F)c1cc2ccccc2o1	-2	-8	1	3	-3	0	5	5	0
Cc1ccc(S(=O)(=O)N(c2nc(NC(C)C)nc(NC(C)C)n2)n2cnnc2)cc1	1	-2	-6	6	8	0	7	-1	-7
CCCn1c(C)cc(C(=O)Cn2nnc3ccccc3c2=O)c1C	1	3	-2	7	2	1	4	1	4
CCc1ccc(NC(=O)COC(=O)CN2C(=O)COc3ccccc32)cc1	-1	-2	-2	-1	-5	0	6	-1	2
CC(C)(C)NC(=O)C(c1ccc(F)cc1)N(Cc1ccco1)C(=O)c1csnn1 (centres undefined)	5	2	4	0	2	-1	5	-1	3
O=C(NCCCNc1ccc(C(F)(F)F)cc1[N+](=O)[O-])c1ccc(F)cc1	6	-1	-4	-1	6	6	4	4	-10
COC(=O)c1cc2occc2n1CC(=O)Nc1ccc(OC)c(OC)c1OC	4	1	-1	10	-1	2	0	-1	-4
O=S(=O)(Nc1ccc(O)c2ccccc12)c1ccc(F)cc1	12	6	64*	4	4	5	5	3	1
NC(=S)N/N=C1\CCSc2ccc(Cl)cc21	.	.	5	-2	4	0	.	1	0
Cc1cccc(-n2cc(-c3ccccc3)[nH]c2=S)c1	4	9	-1	14	4	1	6	3	-2
O=C(CN1CCN(c2cccc(C(F)(F)F)c2)CC1)N(C1CCCC1)C1CCS(=O)(=O)C1 (centres undefined)	6	5	.	5	6	.	7	3	-1

Gathered by group: those above with a Cl atom
SMILES	PAFAH1B2 inh	PAFAH2 inh	GSTO1 counter	pPAFAH inh	PME-1 primary	Fam108B inh	PAFAH1B3 FP inh	PAD4 inh	LYPLA1 inh
Clc1ccc(Cl)c(-c2ccc(/C=N/c3ncn[nH]3)o2)c1	-1	3	1	6	1	-2	3	-4	-2
O=C(Cc1ccc(Cl)cc1)Nc1ccccc1N1CCN(C(=O)c2ccccc2)CC1	5	-2	-1	0	4	3	8	-7	0
COc1ccc(C(=O)C2CN(c3ccccc3)CC2c2ccc(Cl)cc2)cc1 (centres undefined)	7	-1	-4	6	-3	1	8	-2	1
CCn1c(-c2cccn(Cc3ccc(Cl)cc3Cl)c2=O)n[nH]c1=S	9	7	9	-2	-6	-1	15	1	-1
O=C(O)CC12CC3CC(C1)CC(n1ncc(NCc4ccccc4Cl)c(Cl)c1=O)(C3)C2	3	5	2	1	0	-1	-1	2	3
COc1ccc(Cl)cc1-c1nc(SCC(=O)N(C)C2CCS(=O)(=O)C2)n[nH]1 (centres undefined)	4	8	.	-3	.	.	13	-4	.
NC(=S)N/N=C1\CCSc2ccc(Cl)cc21	.	.	5	-2	4	0	.	1	0

(listing goes on)
SMILES	PAFAH1B2 inh	PAFAH2 inh	GSTO1 counter	pPAFAH inh	PME-1 primary	Fam108B inh	PAFAH1B3 FP inh	PAD4 inh	LYPLA1 inh
Cc1ccc(-n2nnnc2SCC(=O)Nc2c(C)n(C)n(-c3ccccc3)c2=O)cc1	4	8	3	4	-1	-7	1	0	-1
CC(C)Cc1nc2n[nH]c(N)c2c2c1CCCC2	10	4	-1	2	-1	-2	5	-2	8
Clc1cccc(Nc2c3c(nc4ncnn24)CCC3)c1	5	-2	8	3	-2	2	-2	-4	0
Cc1nc(-c2ccc3c(c2)CCC(=O)N3)cs1	6	4	-2	-3	-4	2	4	2	2
CCN1C(=O)CC(N2CCN(c3cccc(OC)c3)CC2)C1=O (centres undefined)	1	8	1	2	-8	-1	5	-1	0
C=C(C)CSc1nnc([C@H](CCSC)NC(=O)OC(C)(C)C)o1	-2	0	2	10	-8	-5	9	0	-2
COc1ccccc1OCCNc1cc(N2CCOCC2)ccc1[N+](=O)[O-]	6	4	4	6	-2	2	1	-2	0
Cc1cc(NC(=O)CCCn2nc([N+](=O)[O-])c(Cl)c2C)no1	3	-11	1	3	-1	2	4	-3	1
N#CCOc1nc(N2CCCC2)nc(N2CCCC2)n1	2	1	4	5	3	1	-3	-7	-1
COc1ccc(-c2nc3c(n2O)CCCC3=O)cc1OC	-4	2	3	0	0	4	6	-2	-1
CC(=O)Nc1ccc(NC(=O)C2CCC(N3C(=O)C4C5C=CC(C6CC56)C4C3=O)CC2)cc1 (centres undefined)	2	5	5	2	5	0	8	6	-1
CCN(CC)C(=O)COc1ccc(/C(C)=N/Nc2ncc(Cl)cc2Cl)cc1	6	5	-10	8	5	0	5	-6	3
C=CCn1c(SCc2nc3sc(C(=O)O)c(C)c3c(=O)[nH]2)nnc1-c1ccc(F)cc1	1	-1	10	-1	-3	-3	7	1	0
CC(=O)Nc1ccc(S(=O)(=O)NCc2ccc(C(=O)NCCCN3CCC(C)CC3)cc2)cc1	0	3	5	-3	-1	1	7	-1	-3
CCN(CC)CCN(C(=O)c1ccc(S(=O)(=O)N(CC)c2ccccc2)cc1)c1nc2c(OC)ccc(OC)c2s1	31*	-3	0	4	2	0	-5	1	-1
CCc1ccc(N2CN(CCc3ccccc3)CNC2=S)cc1	.	.	-8	0	10	-1	.	2	2
COc1cc(/C=C/C(=O)O)cc(S(=O)(=O)Nc2ccccc2C(=O)NCc2ccco2)c1OC	4	-2	.	3	.	.	6	6	.
O=C(Cn1nc(CNc2ccc(Cl)cc2)[n+]2c1CCCCC2)c1ccc(Cl)cc1	6	-2	4	-2	-3	1	1	-3	-3
O=C(Cc1ccc(Cl)cc1)N/N=C/c1cccs1	-2	5	4	-4	-5	-1	1	-2	3
CCNC(=O)N(C)C[C@H]1N[C@@](CC)(C(=O)OC)[C@H]2C(=O)N(C)C(=O)[C@@H]12	0	-6	.	-3	.	.	4	-4	.
COc1ccc2c(-c3ccccc3)cc(SCC(=O)NC(N)=O)nc2c1	2	-6	-5	7	-5	-4	3	1	4
CCOc1ccc2[nH]c(=O)c(C(c3nnnn3C3CCCCC3)N3CCN(C)CC3)cc2c1 (centres undefined)	2	3	-9	-7	0	-10	3	-11	-3

Only part of the results is shown; count on the stated rates, not on these rows.
